Assay outcomes: PubChem, several laboratories
MC4R antag cAMP = human MC4R antagonism in cAMP assay. MC4R-expressing cells, MTII-stimulated cAMP, LANCE TR-FRET. inhibition, % at 6.5 µM. actives 0.48% (n = 360,000). AID 540295;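 active = inhibition above its plate's cutoff, the mean of tested wells on that plate plus 3 SD, cut at about 29% in these data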;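 also: 0% = Melanotan II alone and 100% = Melanotan II plus saturating MCL0020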
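System – human MC4R-expressing U2OS cells · Also added – Melanotan II · Dosing – one concentration, 6.5 µM nominal · Timing – 30-min compound, 1-h challenge, 1-h detection, room temperature · Measured by – Eu-cAMP/anti-cAMP TR-FRET, emission 671 nm · Replicates – singlicate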
TLR9-MyD88 block = blocks human TLR9 binding to MyD88. CHO BLA complementation TLR9-MyD88, CCF4 FRET ratio. inhibition, % at 4.98 µM. actives 0.21% (n = 340,000). AID 504734;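 active = inhibition above the mean over all tested compounds plus 3 SD, cut at about 21% in these data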;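 also: 0% = DMSO only wells and 100% = clavulanate BLA inhibitor control wells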
N-glyco inh = blocks N-linked glycosylation in D54 reporter cells. AID 588692. D54 ERlucT glycosylation luciferase reporter, 24 h; percent of 100 nM tunicamycin response. actives 0.23% (n = 360,000). reporter increase, % at 12.5 µM;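 active = mean luciferase reporter signal, scaled so untreated is 0 and the glycosylation-blocking control 100, at or above a set limit in every replicate; inconclusive = mean reaches the limit but not every replicate does; inactive = mean below the limit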;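 also: luciferase carries N-glycosylation sites so blocking glycosylation raises the light; 0% = median of neutral control wells and 100% = median of 100 nM tunicamycin wells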
NOD2-RIPK2 inh = inhibitors of human NOD2-RIPK2 interaction; O43353; CHO BLA complementation NOD2-RIPK2, CCF4 ratio; inhibition, % at 4.98 µM; actives 0.38% (n = 360,000); in the data active = inhibition above about 21%;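 also: 0% = vehicle only and 100% = reference blocker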
ABCB6 inh MLPCN = human ABCB6 transporter inhibition | fluorescence ratio to DMSO, % at 10 µM | AID 602162 | K562-ABCB6 porphyrin accumulation, flow cytometry, 1 h; active compounds read low | Q9NP58 | actives 0.19% (n = 360,000);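 active = fluorescence ratio to DMSO below 75%, the collection mean minus 3 SD; inconclusive = too few cells collected in the well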;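 also: signal is porphyrin accumulated inside mitochondria; 100% equals median channel fluorescence of DMSO control wells; lower ratio means ABCB6 inhibition with less porphyrin fluorescence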
SRC2 inh = human SRC2 (NCOA2) inhibition; Q15596; inhibition, % at 9 µM; AID 651957; actives 0.17% (n = 370,000); HEK293 GAL4-SRC2 luciferase reporter, luminescence;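 active = inhibition above the mean inhibition of all tested compounds plus 3 SD, set per campaign, cut at about 52% in these data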;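 also: 0% = DMSO treated cells and 100% = cells given Gossypol at 36 µM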
Cardio protect = myocardial damage modulation in H9c2 cells; protection from H2O2 cell death, % at 20 µM; actives 0.63% (n = 360,000); H9c2 cardiomyocytes, H2O2 injury protection, ATPLite, 2 h; AID 588492;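 active = compounds giving at least 50% protection of heart cells from peroxide-induced death in the single-dose screen, raw or plate-pattern-corrected value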;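 also: 0% = DMSO wells with peroxide and 100% = DMSO wells without peroxide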
MC4R ag barr = human MC4R agonism via beta-arrestin. activation, % at 8.9 µM. actives 0.98% (n = 360,000). U2OS MC4R beta-arrestin complementation, luminescence; percent of melanotan II response, DMSO zero. AID 540308;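 active = activation above a per-plate cutoff, the mean activation of sample wells on that plate plus 3 SD, cut at about 8% in these data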
ABHD5-PLIN5 inh = inhibitors of human ABHD5-perilipin-5 interaction; inhibition, % at 4 µM; Q00G26+Q8WTS1; Split G. princeps luciferase complementation, luminescence, 4 h; actives 0.78% (n = 360,000);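 active = inhibition above the mean inhibition across every tested compound plus 3 SD, cut at about 22% in these data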;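 also: 0% = DMSO only wells and the 100% control is not disclosed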
m5-HT2A agonist = mouse HTR2A agonism via beta-arrestin recruitment; P35363; CHO-K1 mHTR2A beta-arrestin complementation, luminescence; percent of 30 µM serotonin response; activation, % at 7.6 µM; actives 0.66% (n = 360,000); AID 624169;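 active = activation above a run cutoff, the mean activation of all tested compounds plus 3 SD, cut at about 14% in these data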;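 also: 0% = plate median of compound wells and 100% = 30 µM serotonin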
* = called active by the depositor; u = inconclusive; x = no result given. This is a subset (hit frequency here may not be typical).

SMILES | MC4R antag cAMP | TLR9-MyD88 block | N-glyco inh | NOD2-RIPK2 inh | ABCB6 inh MLPCN | SRC2 inh | Cardio protect | MC4R ag barr | ABHD5-PLIN5 inh | m5-HT2A agonist
COC(C(=O)Nc1ccc(S(=O)(=O)Nc2ccc(F)cc2)cc1)c1ccccc1 (stereo not given) | 6 | -5 | -4 | -4 | 100 | 7 | -4 | -0.8 | -7 | -8
S=C(NCCCN1CCOCC1)N1CCN(c2nc(-c3ccccc3)cs2)CC1 | 0 | 1 | -4 | -8 | 90 | 15 | -7 | 1.5 | 14 | -4
CCNS(=O)(=O)c1ccc(S(=O)(=O)N(Cc2ccccn2)C2CCCCC2)cc1 | -4 | -3 | -1 | -4 | 83 | -17 | -7 | -1.0 | 2 | -2
Cc1ccccc1CN1CCN(C(=O)c2ccco2)CC1 | 14 | -10 | -5 | 6 | 99 | -30 | 1 | 0.3 | -4 | 25*
CCCCn1c(NC(=O)CC)c(C#N)c2nc3ccccc3nc21 | 0 | -2 | x | 6 | 107 | 8 | 0 | 0.8 | 7 | 0
COc1cccc(C(=O)COC(=O)CCC(=O)c2ccccc2)c1 | 4 | 0 | 2 | -7 | 95 | 11 | 4 | -1.1 | -2 | -3
Cc1c(OCC(=O)NCC2CCC(C(=O)O)CC2)ccc2c(-c3ccccc3)cc(=O)oc12 (stereo not given) | 4 | 8 | 2 | -5 | 100 | -26 | 8 | 0.0 | 2 | -6
N#C/C(=C\c1ccc([N+](=O)[O-])cc1)C(=O)Nc1ccccc1O | 7 | 3 | 4 | -7 | 100 | -13 | 17 | -0.4 | -2 | -4
Brc1cccc(CSc2nnc(-c3ccncc3)o2)c1 | 4 | 3 | -10 | 8 | 93 | 38 | 13 | -1.5 | -4 | -1
C(#CCN1CCCC1)CC(c1ccccc1)c1ccccc1 | 0 | 6 | -2 | 7 | 103 | -1 | -9 | 0.8 | 2 | -3
Cc1cc(C)n2nc(/C(C#N)=C/c3ccccc3)c(C#N)c2n1 | 8 | -6 | -1 | -10 | 107 | -31 | 34 | 0.5 | -8 | 0
CCC1CCCCN1C(=O)CSc1nnc(-c2ccc3c(c2)OCCO3)o1 (stereo not given) | 15 | -11 | -1 | 0 | 100 | -6 | -14 | -0.3 | 8 | -5
Clc1ccc2nc(-c3ccc4c(c3)OCO4)cn2c1 | 17 | -2 | -16 | -5 | 95 | -23 | -31 | 1.2 | -2 | -3
Cc1nnc(SCC(=O)N2CCC(c3noc4ccc(F)cc34)CC2)s1 | 1 | 4 | -13 | -3 | 101 | 46 | -3 | -1.9 | 3 | 0
CCN1CCN(C(=O)/C(C#N)=C/c2ccc(OC(F)F)cc2)CC1 | -6 | -8 | 1 | -3 | 101 | -7 | 4 | 2.6 | -1 | 6
S=C(Nc1ccccc1)Nc1ccc(OCc2ccc(Cl)cc2Cl)cc1 | 1 | -7 | -7 | 4 | 90 | 82* | -6 | 3.5 | -7 | 1
CC1(C(=O)NS(=O)(=O)c2cccc(F)c2)CCN1C(=O)Cc1cccc2ccccc12 (stereo not given) | 5 | x | 4 | -17 | u | 7 | 12 | -0.8 | 1 | 2
CC1=C(N2CCOCC2)CCC1=O | -4 | -2 | 4 | -1 | 99 | 4 | 6 | 8.0 | 2 | -4
CCN(CC(=O)NC1CCS(=O)(=O)C1)S(=O)(=O)c1ccc(F)cc1 (stereo not given) | -3 | -8 | -3 | -16 | 101 | 17 | 6 | 1.7 | 7 | 6
Cc1ccc(/C=N/NC(=O)c2ccc(NC(=O)c3ccc(Cl)cc3)cc2)o1 | -6 | -6 | 1 | -2 | 102 | 2 | -3 | -1.6 | -2 | -5
Cc1csc2ncc(C(=O)Nc3ccc4c(c3)OCCO4)c(=O)n12 | 1 | -11 | -4 | -3 | 97 | -20 | 1 | -0.1 | 1 | 2
COc1ccc(Cn2c(C)c(C)c(C#N)c2NC(=O)Nc2ccccc2)cc1 | 13 | 2 | 1 | 4 | 92 | -2 | 15 | 0.7 | -6 | -4
CCc1ccccc1N(C(=O)Cn1nnc2ccccc21)C(C(=O)NCCOC)c1ccco1 (stereo not given) | 5 | 3 | 3 | -5 | 98 | 6 | -4 | -0.5 | -1 | -4
COc1ccc(NS(=O)(=O)c2ccc(NS(=O)(=O)c3ccc(C)cc3)cc2)nn1 | -1 | -7 | 0 | 1 | 94 | 2 | 10 | 0.5 | 2 | -4
CCSc1ccc([C@@H]2[C@@H]3C(=O)N(CC)C(=O)[C@@H]3[C@]3(C(=O)OC)CCCCN23)cc1 | 3 | -7 | 7 | -3 | 98 | 0 | -7 | 0.5 | -5 | 2

A draw from above in order of formula weight, smallest number first.
SMILES | MC4R antag cAMP | TLR9-MyD88 block | N-glyco inh | NOD2-RIPK2 inh | ABCB6 inh MLPCN | SRC2 inh | Cardio protect | MC4R ag barr | ABHD5-PLIN5 inh | m5-HT2A agonist
C(#CCN1CCCC1)CC(c1ccccc1)c1ccccc1 | 0 | 6 | -2 | 7 | 103 | -1 | -9 | 0.8 | 2 | -3
Cc1cc(C)n2nc(/C(C#N)=C/c3ccccc3)c(C#N)c2n1 | 8 | -6 | -1 | -10 | 107 | -31 | 34 | 0.5 | -8 | 0
COc1cccc(C(=O)COC(=O)CCC(=O)c2ccccc2)c1 | 4 | 0 | 2 | -7 | 95 | 11 | 4 | -1.1 | -2 | -3
Cc1csc2ncc(C(=O)Nc3ccc4c(c3)OCCO4)c(=O)n12 | 1 | -11 | -4 | -3 | 97 | -20 | 1 | -0.1 | 1 | 2
Brc1cccc(CSc2nnc(-c3ccncc3)o2)c1 | 4 | 3 | -10 | 8 | 93 | 38 | 13 | -1.5 | -4 | -1
Cc1ccc(/C=N/NC(=O)c2ccc(NC(=O)c3ccc(Cl)cc3)cc2)o1 | -6 | -6 | 1 | -2 | 102 | 2 | -3 | -1.6 | -2 | -5
CCC1CCCCN1C(=O)CSc1nnc(-c2ccc3c(c2)OCCO3)o1 (stereo not given) | 15 | -11 | -1 | 0 | 100 | -6 | -14 | -0.3 | 8 | -5
COC(C(=O)Nc1ccc(S(=O)(=O)Nc2ccc(F)cc2)cc1)c1ccccc1 (stereo not given) | 6 | -5 | -4 | -4 | 100 | 7 | -4 | -0.8 | -7 | -8
S=C(NCCCN1CCOCC1)N1CCN(c2nc(-c3ccccc3)cs2)CC1 | 0 | 1 | -4 | -8 | 90 | 15 | -7 | 1.5 | 14 | -4
CCNS(=O)(=O)c1ccc(S(=O)(=O)N(Cc2ccccn2)C2CCCCC2)cc1 | -4 | -3 | -1 | -4 | 83 | -17 | -7 | -1.0 | 2 | -2

Exported with two lines to a compound: part of the list above
Each structure is followed by: MC4R antag cAMP	TLR9-MyD88 block	N-glyco inh	NOD2-RIPK2 inh	ABCB6 inh MLPCN	SRC2 inh	Cardio protect	MC4R ag barr	ABHD5-PLIN5 inh	m5-HT2A agonist
S=C(Nc1ccccc1)Nc1ccc(OCc2ccc(Cl)cc2Cl)cc1
→ 1	-7	-7	4	90	82*	-6	3.5	-7	1
CC1(C(=O)NS(=O)(=O)c2cccc(F)c2)CCN1C(=O)Cc1cccc2ccccc12 (stereo not given)
→ 5	x	4	-17	u	7	12	-0.8	1	2

Next section.
SMILES | MC4R antag cAMP | TLR9-MyD88 block | N-glyco inh | NOD2-RIPK2 inh | ABCB6 inh MLPCN | SRC2 inh | Cardio protect | MC4R ag barr | ABHD5-PLIN5 inh | m5-HT2A agonist
N#C/C(=C\c1ccc([N+](=O)[O-])cc1)c1ccccn1 | 1 | -1 | 14 | 13 | 104 | -35 | 7 | -2.2 | 14 | -3
Cc1onc(-c2ccccc2Cl)c1C(=O)Nc1nnc(-c2cccc([N+](=O)[O-])c2)s1 | 1 | -4 | 2 | -1 | 91 | -1 | -17 | 1.5 | 5 | 7
COc1ccccc1S(=O)(=O)Cc1ccc(C(=O)NCc2cccnc2)o1 | 8 | 6 | 0 | -3 | 100 | -1 | 9 | -0.5 | 9 | 2
Cc1ccc(OCC(=O)NC(C)c2ccccc2)cc1C (stereo not given) | 11 | -1 | -2 | 5 | 102 | -27 | -7 | -0.1 | -12 | -7
O=C1OC(N2C(=O)CC[C@H]2C(=O)Nc2ccc(Br)cc2F)c2ccccc21 (stereo not given in full) | 11 | 5 | 2 | 6 | 101 | 19 | -2 | -0.1 | -5 | 2
Cn1cccc1C(=O)OCC(=O)c1c[nH]c2ccccc12 | 2 | 10 | -6 | -10 | 95 | -26 | 1 | -0.6 | -8 | 3
CCOc1ccc(N2C(=O)CC(Sc3nc4ccc(OCC)cc4s3)C2=O)cc1 (stereo not given) | 12 | -6 | -3 | 2 | 92 | 5 | -34 | -0.2 | 2 | 1
OCCNc1nnc(-c2ccccc2)c(-c2ccccc2)n1 | 4 | 1 | 0 | 1 | 100 | 14 | 0 | -1.8 | -6 | -2
COC(=O)c1cc(OC)c(OC)cc1NC(=O)CSc1nnnn1Cc1ccccc1 | -1 | 6 | 3 | -9 | 96 | 4 | -6 | -0.6 | 5 | 1
O=C(Nc1ccc2oc(-c3ccccc3F)nc2c1)c1ccc2c(c1)OCCO2 | -4 | -9 | -2 | -6 | 99 | -3 | 12 | 3.9 | -6 | -3
COC(=O)C1=C(C)NC(=O)C1(NC(=O)CN1CCCC1=O)C(F)(F)F (stereo not given) | 9 | 1 | 1 | -11 | 98 | 19 | 4 | -0.9 | 1 | 4
COc1ccc(S(=O)(=O)N2CCOCC2)cc1NC(=O)CN(C)Cc1c(F)cccc1Cl | 3 | -4 | -4 | -10 | 100 | -6 | -8 | 1.5 | 5 | -3
O=C(/C=C/c1ccccc1)NC(NC(=S)Nc1cc(Cl)ccc1Cl)C(Cl)(Cl)Cl (stereo not given) | 11 | -4 | 3 | -11 | 95 | 4 | -14 | -2.0 | 0 | 9
Cc1cc(NC(=O)c2coc(=O)c(Br)c2)ccc1C(C)C | 1 | x | -2 | -4 | 104 | -29 | -2 | 2.2 | -1 | 5
Cc1nc(C)c(C(=O)N2CCCC(C(=O)c3cc(F)ccc3F)C2)s1 (stereo not given) | -5 | -1 | 0 | 12 | 90 | -12 | 0 | -1.4 | -4 | -3
O=C(COc1ccccc1)Nc1ccccc1Oc1ccccc1 | 0 | -4 | -4 | 2 | 105 | 4 | -6 | 3.0 | -9 | -6
